# High-throughput results deposited in PubChem BioAssay by National Center for Advancing Translational Sciences (NCATS).
# IkB signaling: IkB pathway inhibition in ABC-DLBCL cells. ABC-DLBCL IkBa-CBG/CBR dual luciferase ratio, 4 h; response scale: scaled: untreated 0%, proteasome inhibitor 100%. hit rate 0.04% among 110,000. Potency, µM (doses to about 57.1 µM), inactives show at the top dose IkBa stabilization activation; active = well fitted curve in the direction sought with a large enough effect in the signal ratio, not every such curve was filed as active; inconclusive = small, poorly fitted or top-dose-only effect, or a change in a side signal; the % refers to the signal ratio;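 note: the direction sought is a rising ratio; 0% = basal untreated cells and 100% = reference inhibitor full response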
#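 Luminescence ratio of IκBα-fused green versus native red beetle luciferase in OCI-Ly3 cells, 4 h post-doxycycline with compound; red signal alone, scaled from basal (0%) to zero light (-100%), flagged nonspecific or cytotoxic effects.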
# p53ts 39C kill: cytotoxicity in p53ts cells at nonpermissive temperature; H1299-p53A138V viability at 39C, ATP luminescence, 24 h; hit rate 1.5% among 130,000; Potency, µM (doses to about 46.1 µM), for the others: top-dose activity change, negative = cell killing, most hits filed as cytotoxic; note: nearly all actives have a fitted effect of over 55% in size
# Peg3 imprint: inducers of genomic imprint erasure in mouse ES cells. mouse ES Peg3-LacZ reporter, beta-gal luminescence, 40 h. Potency, µM (highest dose often 60.7 µM), for inactives: top-dose activity change, positive = activation, usual class: activators. hit rate 0.02% among 110,000. AID 1948;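 note: 0% = negative control wells on the plate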
#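 Imprint erasure is scored as LacZ activity from the silenced maternal Peg3 allele in feeder-free female ES cells cultured 40 h with LIF. Luminescence is normalized to in-plate negative controls and fitted to the Hill equation.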
# p53ts 32C tox: cytotoxicity in p53ts cells at permissive temperature; H1299-p53A138V at 32C, ATP luminescence viability, 24 h; Potency, µM (top dose mostly 46.1 µM), inactives show at the highest dose activity change, negative = cytotoxicity, actives largely listed as cytotoxic; hit rate 0.93% among 130,000; AID 924;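 note: 0% = DMSO and -100% = full killing by reference compound; nearly all actives have a fitted effect of over 55% in size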
#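 ATP-content luminescence (ATPlite) read-out after 24 h compound exposure at 32C in H1299-p53A138V cells (600/well). Tested up to 46 uM. Normalized to DMSO (0%) and 100 uM tamoxifen (100% killing); Hill-fit AC50.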
# * marks the source's active call; other numbers are inactive results; ? = inconclusive; / = no result given; & = joins results of further samples; [ ] = another dose, or the depositor's remark. Unless noted, calls come from the whole dose curve; as a rule, active = well fitted curve in the direction sought with a large enough effect; inconclusive = small, poorly fitted or top-dose-only effect, or another doubt; inactive = no such curve, though single readings can be large; an effect the other way counts as inactive or inconclusive. Unless noted, % is set by controls: 0 for no effect and ±100 for the full control effect; potency is the fitted concentration of half-maximal effect. Not a hit list; overall some 1.7% were active at least once.
Molecule	IkB signaling	p53ts 39C kill	Peg3 imprint	p53ts 32C tox
COc1cc(/C=N/NC(=O)c2cc(-c3ccccc3)n[nH]2)cc(OC)c1OC	/	-7%	/	-6%
Cc1cccc(-n2ncc3c(NC4CCCC4)ncnc32)c1	?	7.9µM*	19%[10.9 µM]	13µM*
Cc1ccc(C)c(CSc2nc3c([nH]c4ccccc43)c(=O)n2C)c1	-2.2%	-25%	-5%[10.9 µM]	3%
COc1cccc(C(=O)N2CCCc3ccccc32)c1	-0.5%	4%	-10%	5%
COCCn1c(=S)[nH]c2cc(C(=O)N3CCC(C(N)=O)(N4CCCCC4)CC3)ccc2c1=O	-0.1%	-8%	-8%	4%
CCOc1cc(C(=O)Nc2ccc3c(c2)OCO3)ccc1OC(F)F	7.3%	-27%	9%	-4%
CCOc1ccccc1N(C)C(=O)Cn1nc(Cc2cccnc2)c2ccccc2c1=O	-1.2%	16%	11%[10.9 µM]	1%
CCOC(=O)C1C(=O)NC(N2CCN(CC)CC2)=NC1c1ccccc1 (stereo unspecified)	-2.2%	4%	-2%	5%
O=C(COC(=O)C(O)c1ccccc1)c1ccc2c(c1)OCCO2 (stereo unspecified)	/	-11%	/	2%
CCOc1cc(S(=O)(=O)Nc2ccc(Cl)cn2)ccc1Cl	/	-8%	/	-11%
Cc1cccc(N2CCN(C(=O)c3cn(C4CCCCC4)c(=O)c4c3c3ccccc3n4C)CC2)c1C	-0.9%	4%	-2%[10.9 µM]	37%[activator]
Cc1ccc(CNC(=O)c2cc(S(=O)(=O)N3CCCCC3)cn2C)cc1	1.1%	3%	7%[10.9 µM]	6%
CCOC(=O)C1CCCN(C(=O)N2CCOCC2)C1 (stereo unspecified)	-0.4%	6%	0%	-1%
O=C(CN1CCN(c2ncccn2)CC1)N(Cc1ccccc1)c1ccc(F)cc1	0.7%	3%	-12%	7%
N=C1C(c2ccccc2)=C(O)C2CCc3ccccc3N12 (stereo unspecified)	?	-2%	-10%	6%
CCCCc1ccc(NC(=O)CC(C)=O)cc1	-1.3%	-6%	-17%	-9%
C=C(C)Cn1c(=O)c2c(nc3n2CCN3c2ccc(F)cc2)n(C)c1=O	?	-13%	-8%[10.9 µM]	5%
CCCOc1cccc(C(=O)N2CCCCC2CCN2CCCCC2)c1 (stereo unspecified)	-0.2%	-22%	-20%[10.9 µM]	-10%
CC(=O)N1C(=O)C2(C(C#N)=C(N)Oc3c2c(C)nn3-c2ccccc2)c2ccccc21 (stereo unspecified)	-0.1%	-8%	2%	-3%
O=C(Nc1nccs1)c1ccc(S(=O)(=O)NCC2CCCCC2)cc1	?	-15%	1%	2%
CCc1nnc(NC(=O)c2cccc(S(=O)(=O)N3CCN(c4ccccc4)CC3)c2)s1	7.9%	-3%	-10%	6%
O=C(Nc1ccccc1N1CCCC1)c1ccco1	3.4%	-7%	-5%	1%
COc1ccccc1-c1c(C)nn2c(C)c(C(C)=O)cnc12	-0.7%	4%	0%	11%
COc1cccc(NC(=O)CSc2nc(=O)n(Cc3ccco3)c3c2CCC3)c1	?	-20%	-15%[10.9 µM]	-4%
NC1(C(=O)O)C[C@H](C(=O)O)[C@H](C(=O)O)C1 (stereo partly specified)	0.2%	-1%	0%	2%
CC(=O)Nc1ccc(S(=O)(=O)NCC2CCC(C(=O)NCCN(CC(C)C)CC(C)C)CC2)cc1 (stereo unspecified)	-0.6%	-5%	-19%[10.9 µM]	-1%
CCn1ncc(C2=NOC(C(=O)Nc3ccccc3C(=O)OC)C2)c1C (stereo unspecified)	/	-6%	/	5%
Cn1c(=O)c(-c2ccc(F)cc2)nc2cnc(Nc3ccccc3)nc21	-0.1%[11.4 µM]	-1%	-2%	-4%
COc1cccc(CN2C(=O)c3ccccc3Sc3ccc(C(=O)OCc4ccco4)cc32)c1	-0.5%	-16%	-9%[10.9 µM]	2%
CCCCC(NS(=O)(=O)c1ccc(OC)cc1)C(=O)O (stereo unspecified)	-0.9%	?	-2%	-1%
CC(=O)Nc1nonc1-c1ccccc1	2.1%	4%	?	-3%
Cc1oc2c(cc(NS(=O)(=O)c3ccc(F)cc3)c3ccccc32)c1C(=O)OCc1ccccc1	?	-5%	-6%[10.9 µM]	11%
CN(CC(=O)NC(=O)NCc1ccco1)Cc1nc2ccccc2c(=O)[nH]1	-0.3%	0%	-22%	9%
CCOc1ccc(-c2nnn(CC(=O)NCc3cccs3)n2)cc1	1.6%	-8%	-7%	-8%
CC1CCC2C(=O)OC(Cc3ccccc3)CN2C1c1ccc(Br)cc1 (stereo unspecified)	/	1%&-2%[9.22 µM]	/	3%&-6%[9.22 µM]
O=C1C=C(NCCO)C(=O)c2cnccc21	/	4µM*	-72%[inhibitor]	3.2µM*
CCOC(=O)CSC1=C(C#N)C(c2ccco2)C(C(=O)OCc2ccccc2)=C(C)N1 (stereo unspecified)	?	-2%	-18%	12%
CCOc1ccc(NC(=O)C(=O)NCCc2csc3nc(-c4ccccc4F)nn23)cc1	-1.6%	-10%	-15%[10.9 µM]	-14%
CCCCCCNC(=O)CC(NS(=O)(=O)c1ccc(NC(C)=O)cc1)C(C)C (stereo unspecified)	-1.2%	13%	-8%	6%
CCN(CC)S(=O)(=O)c1ccc(NC(=O)c2ccc(N(C)S(C)(=O)=O)cc2)cc1	/	-16%	/	-9%
CCOC(=O)c1cccc(NC(=O)c2cnn(-c3ccccc3)c2-n2cccc2)c1	2.8%	-14%	-16%[10.9 µM]	6%
CCC1CCCCN1CCCNC(=O)c1ccc2c(c1)N(Cc1cccc(C)c1)C(=O)c1ccccc1S2(=O)=O (stereo unspecified)	?	?	-9%[10.9 µM]	-3%
O=S(=O)(c1ccc(OCc2nc3ccccc3s2)c(Cl)c1)N1CCOCC1	-0.2%	-8%	-7%	-5%
Cc1cccc(N2CCN(C(=O)c3ccc4c(c3)N(Cc3ccccc3F)C(=O)c3ccccc3S4=O)CC2C)c1 (stereo unspecified)	?	-12%	-10%[10.9 µM]	12%
CC(Oc1ccc(Br)cc1)C(=O)N(Cc1nc(-c2ccccc2)no1)C(C)C (stereo unspecified)	?	-17%	-15%[10.9 µM]	6%

# Sorted by SMILES length (rising): some entries from above
Molecule	IkB signaling	p53ts 39C kill	Peg3 imprint	p53ts 32C tox
CN(CC(=O)NC(=O)NCc1ccco1)Cc1nc2ccccc2c(=O)[nH]1	-0.3%	0%	-22%	9%
CCOC(=O)c1cccc(NC(=O)c2cnn(-c3ccccc3)c2-n2cccc2)c1	2.8%	-14%	-16%[10.9 µM]	6%
CCOc1ccc(NC(=O)C(=O)NCCc2csc3nc(-c4ccccc4F)nn23)cc1	-1.6%	-10%	-15%[10.9 µM]	-14%

# Later entries
Molecule	IkB signaling	p53ts 39C kill	Peg3 imprint	p53ts 32C tox
COc1nccnc1NS(=O)(=O)c1ccc(NC(=S)NC(=O)c2ccccc2)cc1	/	3%	/	-2%
Cc1ccc(C(=O)CC2(O)C(=O)N(Cc3ccccc3)c3ccccc32)o1 (stereo unspecified)	?	10%	13%	21%
CCOC(=O)N1CCN(c2cc3nccnc3cc2F)CC1	-2.2%	2%	-16%	10%
CCN1C(=O)c2ccccc2S(=O)c2ccc(C(=O)NCc3ccccc3OC)cc21 (stereo unspecified)	0.8%	-20%	-2%[10.9 µM]	18%
COc1ccc(N(C(=O)c2cccc(C)c2)S(=O)(=O)c2ccc(Cl)cc2)cc1	?	8%	-7%[10.9 µM]	21%
CCC(=O)Nc1ccc(C(=O)n2nc(C)cc2C)cc1	-1.9%	8%	-4%	1%
O=c1c2ccccc2n(Cc2cccc(Cl)c2)c(=O)n1CCc1ccccc1	?	-18%	-6%[10.9 µM]	11%
COCCn1c(=O)c(-c2cccc(C#N)c2)nc2cnc(N(C)C)nc21	1.4%[11.4 µM]	-3%	?	8%
Cc1ccc(NC(=O)CCN2CCN(CCO)CC2)cc1C	0.7%	2%	-3%[10.9 µM]	-4%
COc1ccc(C(=O)NCc2cccnc2)cc1	/	4%	/	-23%
COc1cc(OC)c(NC(=O)CC(c2cccs2)N2Cc3ccccc3C2=O)cc1Cl (stereo unspecified)	-1.1%	-7%	9%[10.9 µM]	13%
COc1ccccc1NC(=O)C1=C(C)Nc2nc(CCCO)nn2C1c1cccc(O)c1 (stereo unspecified)	?	35%[activator]	-2%[10.9 µM]	14%
Cc1ccc2nc(COc3ccc(NC(=O)COc4ccccc4F)cc3)cc(=O)n2c1	0.0%	17%	14%[10.9 µM]	9%
COc1ncnc2c1N=C1CC(C)(C)CC(N)=C1S2	0.0%	0%	-11%	0%
COCCCNC(=O)CCCOc1ccccc1	0.9%	-1%	5%	-10%
COc1ccc(C(=O)Nc2ccc(Cl)cc2C(=O)NCc2ccco2)cc1OC	?	-3%	-16%	61%[activator]
CCCCNC(=O)C1CCC(CNS(=O)(=O)c2ccc(C)cc2)CC1 (stereo unspecified)	-0.7%	2%	-16%[10.9 µM]	10%
O=C1NCCCC1C(=O)NCCNC(=O)C(F)(F)F (stereo unspecified)	-0.2%	1%	-6%	-11%
Nc1ncnc2c1[nH]c(=O)n2C1OC(CO)C(O)C1O (stereo unspecified)	/	7%	-7%	-3%
Cn1c(=O)c2c(nc(N3CCCCCC3)n2CC(=O)c2ccc(Br)cc2)n(C)c1=O	-2.0%	0%	10%	-3%
Cc1ccc(C(=O)COC(=O)C(Cc2c[nH]c3ccccc23)NC(=O)c2ccc(Br)cc2)cc1 (stereo unspecified)	?	17%	-24%[10.9 µM]	-12%
O=C(NC1=NCCS1)c1ccncc1	0.4%	3%	-2%	10%
COc1ccc(C(=O)NCC(c2cccnc2)N2CCc3ccccc3C2)cc1OC (stereo unspecified)	?	24%	-37%[inhibitor][10.9 µM]	?
c1ccc(N=P(c2nc3ccccc3o2)(N2CCOCC2)N2CCOCC2)cc1	-0.2%	12%	-26%	-3%
Cc1ccc(N(C)C(=O)N2CCN(c3ccccn3)CC2)cc1	0.0%	16%	0%	-2%
O=C(COc1ccccc1)Nc1ccc2nc(SCC(=O)N3CCOCC3)sc2c1	?	-3%	-8%[10.9 µM]	?
Cc1ccc(Cn2c(=O)n(Cc3ccccc3)c(=O)c3c(C)c(C)sc32)cc1	?	7%	-4%[10.9 µM]	11%
COc1cc(NC(=O)CN2C(=O)c3ccccc3C2=O)c(C(=O)O)cc1OC	-1.4%	5%	5%	6%
O=C(O)c1ccc(CS(=O)c2cccc(C(F)(F)F)c2)o1 (stereo unspecified)	-1.0%	6%	20%	12%
Cc1cc(S(=O)(=O)C(CNC(=O)c2ccc(OC(C)C)cc2)c2cccs2)ccc1F (stereo unspecified)	?	-5%	-2%[10.9 µM]	11%

# Whole records, quoted from the list.
# Cc1ccc(C(=O)COC(=O)C(Cc2c[nH]c3ccccc23)NC(=O)c2ccc(Br)cc2)cc1 (stereo unspecified) across the screens: IkB signaling: ?; p53ts 39C kill: 17%; Peg3 imprint: -24%[10.9 µM]; p53ts 32C tox: -12%
# O=C(NC1=NCCS1)c1ccncc1 across the screens: IkB signaling: 0.4%; p53ts 39C kill: 3%; Peg3 imprint: -2%; p53ts 32C tox: 10%

# Continued:
Molecule	IkB signaling	p53ts 39C kill	Peg3 imprint	p53ts 32C tox
COc1ccc(NC(=O)C2CCCN(S(=O)(=O)c3ccc(C)cc3)C2)cc1OC (stereo unspecified)	5.8%	3%	-21%	8%
CC(C)C(=O)NCCc1nc2ccccc2n1CCOc1ccccc1	/	-13%	/	13%
Cc1cc(S(=O)(=O)NCCc2csc(-c3cccc(F)c3)n2)ccc1F	-0.7%	-29%	?	6%
O=C(CSc1nc(=O)[nH]c2c1CCCC2)Nc1ccc(Cl)c(Cl)c1	?	-19%	19%[10.9 µM]	6%
Cn1c(-c2ccccc2)c(O)c(=O)c2ccccc21	/	-7%[9.22 µM]	/	-12%[9.22 µM]
O=C1NCCc2c1[nH]c1c(Cl)ccc(Cl)c21	0.7%	-6%	-9%	14%
CCCn1cc(S(=O)(=O)c2ccc(C)cc2)c(=O)c2cc(OC)c(OC)cc21	?	-13%	-6%[10.9 µM]	9%
